NFkB SMM: binders of human NF-kappa-B p105; Small molecule microarray, anti-His fluorescence binding; calls only; AID 624139; P19838; actives 1.3% (n = 17,000);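 active = spot fluorescence over background significantly raised, with a chance value under 7% in all four replicate spots of the compound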;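 also: probe protein is his-tagged human p50 processed subunit at 1 µg/ml; raw spot fluorescence signals with no normalization applied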
Target sequence (P19838 1-433 limits assumed): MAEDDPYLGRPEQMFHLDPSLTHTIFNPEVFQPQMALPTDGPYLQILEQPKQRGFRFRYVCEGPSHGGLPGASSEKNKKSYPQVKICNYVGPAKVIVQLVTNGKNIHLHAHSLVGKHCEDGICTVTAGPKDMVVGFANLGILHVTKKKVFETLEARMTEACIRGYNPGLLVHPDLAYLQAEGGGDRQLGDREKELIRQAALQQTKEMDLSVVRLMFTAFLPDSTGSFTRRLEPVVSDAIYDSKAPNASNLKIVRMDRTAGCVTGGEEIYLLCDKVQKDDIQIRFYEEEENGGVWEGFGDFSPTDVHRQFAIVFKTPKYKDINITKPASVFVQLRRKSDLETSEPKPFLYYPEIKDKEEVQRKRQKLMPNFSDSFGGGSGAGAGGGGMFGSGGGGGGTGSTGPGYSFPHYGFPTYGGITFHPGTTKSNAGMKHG
Calls only; i = inactive; + = active, no number.

SMILES | NFkB SMM
OC1(c2ccc3c(c2)OCO3)OCC2C(c3ccc4c(c3)OCO4)OCC21O (stereo not drawn) | i
C/C=C(/C)C(=O)O[C@@H]1c2cc(OC)c(OC)cc2-c2c(ccc(OC)c2OC)C[C@H]2C(=O)OC[C@H]12 | i
COc1ccc([Si](C)(C)[C@H]2[C@H](CCn3cc([C@H](O)c4ccccc4)nn3)O[C@@]3(C(=O)N(Cc4ccc(N5CCC5=O)cc4)c4ccccc43)[C@@H]2C)cc1 | i
C[C@H](CO)N1C[C@H](C)[C@@H](CN(C)Cc2ccc(Cl)c(Cl)c2)Oc2c(NS(C)(=O)=O)cccc2C1=O | i
Cc1noc(C)c1NC(=O)N(C)C[C@H]1Oc2ccc(NC(=O)Cn3cnnn3)cc2C(=O)N([C@@H](C)CO)C[C@H]1C | i
CCO[C@H]1OC(C(=O)N2CCOCC2)=C[C@@H](c2cn(C(C)=O)c3ccccc23)[C@@H]1CCCO | i
CC(C)NC(=O)Nc1ccc2c(c1)C(=O)N([C@@H](C)CO)C[C@H](C)[C@@H](CN(C)S(=O)(=O)c1cccs1)OCCCC[C@@H](C)O2 | i
Cc1noc(C)c1NC(=O)Nc1cccc2c1O[C@H](CN(C)C(=O)NC1CCCCC1)[C@H](C)CN([C@@H](C)CO)C2=O | i
C[C@H](CO)N1C[C@H](C)[C@H](CN(C)S(=O)(=O)c2cccs2)OCCCC[C@H](C)Oc2ccc(NC(=O)Cc3ccccc3)cc2C1=O | i
CC(C)NC(=O)N(C)C[C@@H]1Oc2ccc(NC(=O)C3CC3)cc2CC(=O)N([C@H](C)CO)C[C@@H]1C | i
Cc1cc(C(=O)NCc2ccco2)no1 | i
NC(=O)COc1ccc(Br)cc1C1C2=C(CCCC2=O)NC2=C1C(=O)CCC2 | i
C=CC1c2cc(O)c(OC)cc2CCN1Cc1sc2ccccc2c1Cl (stereo not drawn) | i
Cc1ccc(-c2nc(SCC(=O)Nc3cccc(Br)c3)n[nH]2)cc1 | i
C[C@@H]1CN([C@H](C)CO)C(=O)c2cccc(NS(C)(=O)=O)c2O[C@H]1CN(C)Cc1ccc(Oc2ccccc2)cc1 | i
COc1ccc(CN(C)C[C@@H]2Oc3ccc(NC(=O)C4CC4)cc3C(=O)N([C@@H](C)CO)C[C@H]2C)cc1 | i
COc1cccc(NC(=O)CSC2=C(C#N)C(c3cccc(Br)c3)CC(=O)N2)c1 (stereo not drawn) | i
COc1ccccc1C1C(C(=O)c2sc(C)nc2C)C(=O)C(=O)N1CCCN1CCOCC1 (stereo not drawn) | i
COc1ccc(S(=O)(=O)Nc2ccc3c(c2)C(=O)N([C@H](C)CO)C[C@@H](C)[C@H](CN(C)Cc2ccc(C(F)(F)F)cc2)O3)cc1 | i
COc1ccc(CN(C)C[C@@H]2Oc3c(NC(=O)C4CCOCC4)cccc3C(=O)N([C@@H](C)CO)C[C@H]2C)cc1 | i
CC(C)=CCC/C(C)=C/CC/C(C)=C/CSCC(=O)O | i
C[C@@H]1CN([C@@H](C)CO)C(=O)c2cccc(NS(=O)(=O)c3cn(C)cn3)c2O[C@@H]1CN(C)C | i
COc1ccc(OC)c(NC(=O)CSc2nnc(C)s2)c1 | i
C[C@H]1CCCCO[C@@H](CN(C)S(=O)(=O)c2cn(C)cn2)[C@@H](C)CN([C@@H](C)CO)C(=O)c2cc(NS(=O)(=O)c3ccccc3)ccc2O1 | i
Cc1noc(C)c1NC(=O)N(C)C[C@@H]1Oc2ncc(C#CC(C)(C)O)cc2C(=O)N([C@H](C)CO)C[C@@H]1C | i
C[C@H]1CN([C@@H](C)CO)C(=O)c2cccc(NS(=O)(=O)c3ccc(Cl)cc3)c2O[C@H]1CN(C)Cc1ccccc1 | i
C[C@H](CO)N1C[C@H](C)[C@@H](CN(C)C(=O)NC2CCCCC2)Oc2ccc(NS(=O)(=O)c3cccs3)cc2C1=O | i
COc1ccc(S(=O)(=O)N(C)C[C@@H]2Oc3ncc(-c4cc5ccccc5o4)cc3C(=O)N([C@H](C)CO)C[C@@H]2C)cc1 | i
C[C@H](CO)N1C[C@H](C)[C@@H](CN(C)C(=O)NC2CCCCC2)Oc2ccc(NS(=O)(=O)c3cn(C)cn3)cc2C1=O | i
COc1ccc(S(=O)(=O)Nc2ccc3c(c2)C(=O)N([C@H](C)CO)C[C@@H](C)[C@H](CN(C)Cc2ccncc2)O3)cc1 | i
Cc1noc(C)c1NC(=O)N(C)C[C@@H]1Oc2ccc(NC(=O)Nc3ccc(C(F)(F)F)cc3)cc2C(=O)N([C@@H](C)CO)C[C@H]1C | i
C[C@@H]1CN([C@@H](C)CO)C(=O)c2cc(NC(=O)Nc3ccc(F)cc3)ccc2O[C@@H]1CN(C)C(=O)Nc1ccc(F)cc1 | i
Cc1ccc(-c2nnn(CC(=O)Nc3ccc4c(c3)OCCO4)n2)cc1 | i
C[C@@H]1CCCCO[C@@H](CN(C)C(=O)c2ccccc2)[C@H](C)CN([C@H](C)CO)C(=O)c2cc(NC(=O)Nc3ccc4c(c3)OCO4)ccc2O1 | i
OCc1ccc(-c2nn(Cc3ccccc3)c3ccccc23)o1 | i
Nc1nc(SCC(=O)NC2CCCCC2)n[nH]1 | i
C[C@H](CO)N1C[C@H](C)[C@@H](CN(C)Cc2ccc(Cl)c(Cl)c2)Oc2c(cccc2N(C)C)C1=O | i
C[C@H](CO)N1C[C@H](C)[C@@H](CN(C)C)Oc2ccc(NC(=O)CCN3CCOCC3)cc2CC1=O | i
COc1ccc(OC)c(C(=O)CSc2nnc(-c3ccco3)n2C)c1 | i
CCOC(=O)c1c(NC(=O)CSc2ncccn2)sc2c1CCCC2 | i
C[C@@H]1CN([C@@H](C)CO)C(=O)CCCn2nncc2CO[C@H]1CN(C)C | i
C[C@@H]1CN([C@H](C)CO)C(=O)c2cccc(NC(=O)Nc3ccc4c(c3)OCO4)c2O[C@H]1CN(C)S(=O)(=O)c1ccccc1 | i
CCO[C@@H]1OC(C(=O)N2CCN(Cc3ccc4c(c3)OCO4)CC2)=C[C@H](c2ccccc2)[C@H]1CCCO | i
C[C@H]1CN([C@@H](C)CO)C(=O)CCCn2cc(nn2)CO[C@H]1CN(C)C(=O)c1ccc2ccn(C)c2c1 | i
COc1ccc(CN(C)C[C@H]2Oc3ccc(NC(=O)CCC(F)(F)F)cc3C(=O)N([C@H](C)CO)C[C@@H]2C)cc1 | i
CNC[C@H]1Oc2ccc(NC(=O)CCN3CCOCC3)cc2CC(=O)N([C@H](C)CO)C[C@H]1C | i
N#C/C(=C/c1ccc(O)c(O)c1)C(=O)NCc1ccccc1 | i
CNC[C@@H]1Oc2ccc(N(C)C)cc2C(=O)N([C@@H](C)CO)C[C@H]1C | i
O=C1O[C@@H](c2ccccc2)[C@@H](c2ccccc2)N2[C@@H](c3ccc(OCCO)cc3)[C@]3(C(=O)Nc4ccccc43)[C@@H](C(=O)N3CCCCCCC3)[C@H]12 | +
CC1(CC(=O)O)CCC2(O1)C(CO)=CCC1C(C)(C)C(O)CCC12C (stereo not drawn) | i
(further entries)
SMILES | NFkB SMM
Cc1noc(C)c1S(=O)(=O)Nc1cccc2c1O[C@@H](CN(C)Cc1ccc(C(F)(F)F)cc1)[C@@H](C)CN([C@@H](C)CO)C2=O | i
C=C1C(=O)O[C@@H]2/C=C(/CO[C@@H]3O[C@H](CO)[C@@H](O)[C@H](O)[C@H]3O)CC/C=C(/C=O)C[C@H](O)[C@@H]12 | i
COc1ccc(CN(C)C[C@@H]2Oc3ccc(NC(=O)NC4CCCCC4)cc3C(=O)N([C@@H](C)CO)C[C@H]2C)cc1 | i
CCc1ccccc1N(CC(=O)NC)S(C)(=O)=O | i
C[C@@H]1CN([C@H](C)CO)C(=O)c2cc(NC(=O)c3ccncc3)ccc2O[C@@H]1CN(C)C(=O)Nc1ccc2c(c1)OCO2 | i
C[C@@H]1CN([C@H](C)CO)C(=O)Cc2cc(NC(=O)Nc3cccc4ccccc34)ccc2O[C@@H]1CN(C)C(=O)NC1CCCCC1 | i
C[C@H]1CN([C@@H](C)CO)C(=O)Cc2cc(NC(=O)Cc3cn(C)c4ccccc34)ccc2O[C@H]1CN(C)S(=O)(=O)c1cn(C)cn1 | i
CN(C)C(=O)[C@]1(Cc2ccccc2N=[N+]=[N-])N=C(c2ccc(OCCCO)cc2)O[C@@H]1c1ccccc1 | i
C[C@H]1CN([C@@H](C)CO)C(=O)Cc2cc(NC(=O)Nc3cccc4ccccc34)ccc2O[C@H]1CN(C)C(=O)NC1CCCCC1 | i
Cc1noc(C)c1NC(=O)N(C)C[C@H]1Oc2ccc(NC(=O)C3CC3)cc2C(=O)N([C@@H](C)CO)C[C@@H]1C | i
COc1ccc(C#Cc2ccc3c(c2)[C@]2(C(=O)N3)[C@H](C(N)=O)[C@H]3C(=O)O[C@H](c4ccccc4)[C@H](c4ccccc4)N3[C@@H]2c2ccc(OCCO)cc2)cc1 | i
C[C@@H]1CCCCO[C@H](CN(C)CC2CCCCC2)[C@@H](C)CN([C@H](C)CO)C(=O)c2cc(NS(=O)(=O)c3ccc(Cl)cc3)ccc2O1 | i
C[C@H](CO)N1C[C@H](C)[C@@H](CN(C)C(=O)c2ccc(N3CCN(C)CC3)cc2)OCc2cn(nn2)CCCC1=O | i
CC(C)NC(=O)N(C)C[C@H]1OCc2cn(nn2)CCCC(=O)N([C@@H](C)CO)C[C@H]1C | i
CC(C)NC(=O)N(C)C[C@H]1OCCCC[C@H](C)Oc2ccc(NS(=O)(=O)c3ccccc3)cc2C(=O)N([C@H](C)CO)C[C@H]1C | i
Cc1noc(C)c1NC(=O)N(C)C[C@@H]1Oc2ccc(NC(=O)Nc3cccc4ccccc34)cc2C(=O)N([C@@H](C)CO)C[C@@H]1C | i
C[C@@H]1CCCCO[C@@H](CN(C)S(=O)(=O)c2ccccc2)[C@H](C)CN([C@@H](C)CO)C(=O)c2cc(NC(=O)Nc3ccccc3)ccc2O1 | i
Cc1noc(C)c1S(=O)(=O)Nc1ccc2c(c1)C(=O)N([C@@H](C)CO)C[C@H](C)[C@H](CN(C)C)O2 | i
C[C@H]1CN([C@@H](C)CO)C(=O)c2cc(NC(=O)CCCN(C)C)ccc2O[C@H]1CN(C)Cc1ccc(C(=O)O)cc1 | i
C[C@H]1CN([C@@H](C)CO)C(=O)c2cc(NC(=O)CCCN(C)C)ccc2O[C@@H]1CN(C)C(=O)Nc1ccccc1 | i
COc1cc(O)c2c(c1)OC(c1ccc(O)cc1)CC2=O (stereo not drawn) | i
C[C@@H]1CN([C@H](C)CO)C(=O)c2cc(NC(=O)Nc3ccccc3)ccc2O[C@@H](C)CCCCO[C@@H]1CN(C)C | i
CC(C)n1c2ccccc2c2nnc(SCC(=O)N3c4ccccc4Sc4ccccc43)nc21 | i
CO[C@H]1O[C@H](CO)[C@@H](OC(=O)Nc2ccc3c(c2)OCO3)[C@H](OC(=O)Nc2ccccc2)[C@H]1OC(=O)Nc1ccccc1 | i
O=C(COc1ccccc1[N+](=O)[O-])Nc1cc2nn(-c3ccccc3)nc2cc1Cl | i
O=C(O)CCC1OC(=O)C(=O)C1c1ccccc1 (stereo not drawn) | i
COC(=O)C(CC#Cc1ccc2c(c1)[C@]1(C(=O)N2)[C@H](C(=O)N2CCN(c3ncccn3)CC2)[C@H]2C(=O)O[C@H](c3ccccc3)[C@H](c3ccccc3)N2[C@@H]1c1ccc(OCCO)cc1)C(=O)OC | +
C[C@H](CO)N1C[C@H](C)[C@@H](CN(C)Cc2ccc(C(=O)O)cc2)OCc2cnnn2CCCC1=O | i
CCCNC(=O)COc1ccc(C=O)cc1 | i
COc1ccc(S(=O)(=O)N(C)C[C@H]2Oc3ccc(NS(=O)(=O)c4ccc(F)cc4)cc3CC(=O)N([C@@H](C)CO)C[C@H]2C)cc1 | i
C[C@@H]1CN([C@H](C)CO)C(=O)c2cccc(NC(=O)NC3CCCCC3)c2O[C@@H]1CN(C)S(=O)(=O)c1cccs1 | i
CC(NS(=O)(=O)c1ccccc1)C(=O)Nc1ccc2c(c1)OCCO2 (stereo not drawn) | i
C[C@@H]1CCCCO[C@H](CN(C)Cc2ccncc2)[C@H](C)CN([C@H](C)CO)C(=O)c2cc(NC(=O)Nc3ccccc3)ccc2O1 | i
COc1cc(NC(=O)CCN2C(=O)c3ccccc3C2=O)cc(OC)c1 | i
C/C=C/C=C/C(=O)c1cc(C)c(O)c(C)c1O | i
COc1ccc(NC(=O)Nc2ccc3c(c2)C(=O)N([C@@H](C)CO)C[C@@H](C)[C@H](CN(C)S(C)(=O)=O)O3)cc1 | i
Cc1noc(C)c1NC(=O)N(C)C[C@@H]1OCCCC[C@H](C)Oc2ccc(NC(=O)CCC(F)(F)F)cc2C(=O)N([C@H](C)CO)C[C@@H]1C | i

Entries above that contain two or more sulfur atoms:
SMILES | NFkB SMM
CC(C)NC(=O)Nc1ccc2c(c1)C(=O)N([C@@H](C)CO)C[C@H](C)[C@@H](CN(C)S(=O)(=O)c1cccs1)OCCCC[C@@H](C)O2 | i
C[C@H](CO)N1C[C@H](C)[C@H](CN(C)S(=O)(=O)c2cccs2)OCCCC[C@H](C)Oc2ccc(NC(=O)Cc3ccccc3)cc2C1=O | i
COc1ccc(OC)c(NC(=O)CSc2nnc(C)s2)c1 | i
C[C@H]1CCCCO[C@@H](CN(C)S(=O)(=O)c2cn(C)cn2)[C@@H](C)CN([C@@H](C)CO)C(=O)c2cc(NS(=O)(=O)c3ccccc3)ccc2O1 | i
C[C@H](CO)N1C[C@H](C)[C@@H](CN(C)C(=O)NC2CCCCC2)Oc2ccc(NS(=O)(=O)c3cccs3)cc2C1=O | i
CCOC(=O)c1c(NC(=O)CSc2ncccn2)sc2c1CCCC2 | i
CC(C)n1c2ccccc2c2nnc(SCC(=O)N3c4ccccc4Sc4ccccc43)nc21 | i
COc1ccc(S(=O)(=O)N(C)C[C@H]2Oc3ccc(NS(=O)(=O)c4ccc(F)cc4)cc3CC(=O)N([C@@H](C)CO)C[C@H]2C)cc1 | i
C[C@@H]1CN([C@H](C)CO)C(=O)c2cccc(NC(=O)NC3CCCCC3)c2O[C@@H]1CN(C)S(=O)(=O)c1cccs1 | i

Screens deposited in PubChem BioAssay by Broad Institute.

The list is partial, so the mix of outcomes need not match the whole.
